Gal4-VP16 FLuc: inhibits Gal4-VP16 luciferase reporter, ROR gamma counter-screen | actives 3.5% (n = 310,000) | AID 2546 | Drosophila S2 Gal4-VP16 UAS-luciferase, luminescence, 20 h | Potency, µM (series often up to 53.6 µM), for inactives: top-dose activity, negative = inhibition, actives largely listed as inhibitors;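 also: Gal4-VP16 expression switched on by copper sulfate through the metallothionein promoter; % is scaled to controls: 0 for no effect and ±100 for the full control effect; nearly all actives have a fitted effect of over 50% in size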
RORg inh: ROR gamma (mouse) transcription inhibition | Drosophila S2 Gal4-RORgamma UAS-luciferase reporter, 20 h | AID 2551 | Potency, µM (highest dose often 53.6 µM), without a hit: at the highest dose activity change, negative = inhibition, hits mostly inhibitors | P51450 | actives 5.4% (n = 310,000); also: % is scaled to controls: 0 for no effect and ±100 for the full control effect; nearly all actives have a fitted effect of over 60% in size
Target sequence (P51450 whole entry, looked up, the tested form may be a part): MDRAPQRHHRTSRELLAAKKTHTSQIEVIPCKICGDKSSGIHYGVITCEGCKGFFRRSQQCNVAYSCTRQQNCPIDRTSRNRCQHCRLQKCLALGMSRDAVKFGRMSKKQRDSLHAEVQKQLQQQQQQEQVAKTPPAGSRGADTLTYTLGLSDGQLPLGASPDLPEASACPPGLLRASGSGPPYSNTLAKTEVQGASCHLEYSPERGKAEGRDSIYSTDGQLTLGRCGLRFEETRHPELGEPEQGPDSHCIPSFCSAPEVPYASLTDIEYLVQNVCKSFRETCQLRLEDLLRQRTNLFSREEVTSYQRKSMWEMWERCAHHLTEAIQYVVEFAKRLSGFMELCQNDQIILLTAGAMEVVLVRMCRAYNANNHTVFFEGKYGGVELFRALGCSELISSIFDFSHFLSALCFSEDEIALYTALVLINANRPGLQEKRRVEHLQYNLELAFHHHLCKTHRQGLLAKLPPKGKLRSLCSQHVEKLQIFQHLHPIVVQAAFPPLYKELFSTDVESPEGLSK
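Drosophila Schneider cells stably carrying a metallothionein-driven Gal4 DBD–ROR gamma fusion and a UAS-Photinus luciferase reporter were exposed to compound for 1 hr, then induced with copper sulfate (700 uM final) for 20 hr at ambient temperature before luminescence reading.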
Menin MLL FP TR: inhibitors of human menin-MLL interaction, mutant MLL peptide | O00255 | Menin + Texas Red MLL mutant peptide, fluorescence polarization | Potency, µM (series often up to 61.6 µM), for inactives: at the top dose FP activity change, negative = inhibition, actives largely listed as inhibitors | actives 0.23% (n = 270,000); active = well fitted inhibition curve with a large enough effect in the polarisation, with a control signal flat, not every such curve was filed as active; inconclusive = small, poorly fitted or top-dose-only effect, or effect the other way, or a change in a side signal; inactive = no such curve, though single readings can be large or run the other way; the % refers to the polarisation; also: % of control where 0% means no effect; many of its hits are not listed in these tables
Target sequence (O00255 whole entry, looked up): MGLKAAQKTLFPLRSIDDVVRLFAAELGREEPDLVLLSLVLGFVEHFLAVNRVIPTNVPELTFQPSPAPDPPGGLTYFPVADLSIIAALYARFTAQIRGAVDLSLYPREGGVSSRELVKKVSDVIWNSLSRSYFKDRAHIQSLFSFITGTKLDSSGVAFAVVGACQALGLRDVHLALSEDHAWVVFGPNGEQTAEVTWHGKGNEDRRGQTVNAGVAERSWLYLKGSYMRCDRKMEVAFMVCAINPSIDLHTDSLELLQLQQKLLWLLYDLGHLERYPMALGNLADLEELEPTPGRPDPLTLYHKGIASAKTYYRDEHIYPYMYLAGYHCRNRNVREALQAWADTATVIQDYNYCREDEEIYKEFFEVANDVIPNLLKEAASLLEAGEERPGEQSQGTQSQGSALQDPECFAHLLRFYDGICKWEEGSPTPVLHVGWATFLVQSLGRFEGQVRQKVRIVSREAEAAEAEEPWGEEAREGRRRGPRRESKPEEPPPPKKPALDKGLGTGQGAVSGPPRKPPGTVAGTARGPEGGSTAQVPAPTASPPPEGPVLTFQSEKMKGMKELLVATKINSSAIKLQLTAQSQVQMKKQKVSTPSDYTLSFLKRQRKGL
Active calls of the source: *; ? = inconclusive; & = joins results of further samples; [ ] = another dose, or the depositor's remark. Unless noted, calls follow the shape of the dose curve; as a rule, active = well fitted curve in the direction sought with a large enough effect; inconclusive = small, poorly fitted or top-dose-only effect, or another doubt; inactive = no such curve, though single readings can be large; an effect the other way counts as inactive or inconclusive. Potency is read from the fitted curve at half-maximal effect. Only part of the results is shown, so the mix of outcomes need not match the whole.

SMILES	Gal4-VP16 FLuc	RORg inh	Menin MLL FP TR
CC1=CC(=O)C2=C(C)C[C@H](OC(=O)Cc3ccccc3)C3[C@H](OC(=O)[C@H]3C)C12 (some centres undefined)	2.5%	10.2%	-18.4%
CC(=O)OC1CC[C@]2(C)C(=CCC3C4CCC(C(C)CCCC(C)C)[C@]4(C)CCC32)C1 (some centres undefined)	11.5%	0.5%	-19.5%
COc1ccc(-c2nc3cnc(N4CCN(C)CC4)nc3n(C)c2=O)cc1	3.7%	-18.0%	-15.1%
CO[C@H]1COC(=O)[C@H](C)NC(=O)[C@@H](C)COC(=O)[C@H]2CCCN2C(=O)C/C=C\[C@H]1C	0.4%[10 µM]	12.7%[10 µM]	-0.4%[11.7 µM]
CCCCCN(CCCCC)C(=O)[C@H](CCC(=O)O)NC(=O)c1ccc(Cl)c(Cl)c1	-0.1%[17 µM]	0.6%[16.9 µM]	11.2%[24.8 µM]
NCCCC[C@H](NC(=O)[C@@H]1CCCN1C(=O)[C@H](CO)NC(=O)[C@H](CC(=O)O)NC(=O)CNC(=O)[C@H](CCCN=C(N)N)NC(=O)CN)C(=O)O	-6.7%	-1.9%	8.1%
CCOC(=O)C1=C(N)Oc2ccc(Br)cc2[C@@H]1[C@@H](C#N)C(=O)OCC	0.1%	6.4%	6.0%[24.8 µM]
CC(C)[C@H](N)C(=O)OCC(CO)OCn1cnc2c(=O)[nH]c(N)nc21 (some centres undefined)	3.9%	1.9%	-4.6%
O=C1C=C[C@@H](O)[C@H]2[C@@H]3C(=O)N(C4CCCCC4)C(=O)[C@@H]3CC[C@H]12	3.4%[10 µM]	-36.7%[10 µM]	15.3%[11.7 µM]
CC(=O)OC1CC(OC(C)=O)[C@]2(C)C(CC(OC(C)=O)[C@]3(C)C2CC[C@@]2(C)C(c4ccoc4)OC(=O)C4O[C@]432)C1(C)C (some centres undefined)	3.5%	?	-5.7%
COc1ccccc1CNc1nc(-c2ccc3c(c2)OCO3)nc2ccccc12	?	?	?
CCC(=O)CC(NC(=O)OC)c1ccccc1 (centres undefined)	3.7%[10 µM]	-17.5%[10 µM]	2.2%[11.7 µM]
C[C@@H](O)[C@H]1C(=O)N2C(C(=O)O)=C(S[C@@H]3CN[C@H](CNS(N)(=O)=O)C3)[C@H](C)[C@H]12	0.5%	-14.2%	5.7%
CC(=O)N1CCC2(CCN(Cc3cc(C(F)(F)F)cc(C(F)(F)F)c3)CC2)CC1	-5.7%	-1.1%	5.9%
COc1ccc2c(c1)O[C@@H](c1ccc3c(c1)OCO3)[C@H](OC(=O)NC1CCCC1)C2=O	-5.8%	-3.6%	-18.2%
C/C=C\C1=C(CO)[C@H](O)[C@H]2O[C@H]2[C@H]1O	4.7%[10 µM]	1.7%[10 µM]	-6.7%[11.7 µM]
COc1ccccc1CN1CC[C@@]2(CCCN(S(C)(=O)=O)C2)C1	3.3%	18.4%	-12.3%
CCNc1ncc2nc(-c3cn(C)c4ccccc34)c(=O)n(Cc3ccc(F)cc3)c2n1	3.0%	-16.3%	-9.9%
Cc1ccc(C(=O)Cn2c3c(sc2=N)CCCC3)cc1	?	0.794µM*	-7.4%[24.8 µM]
CC(C)[C@H]1CC[C@@H](C)C[C@H]1O	1.7%	-1.9%	10.6%[24.8 µM]
COc1ccc(C2Sc3ccccc3N(CCN(C)C)C(=O)C2OC(C)=O)cc1 (centres undefined)	-0.4%	11.1%	3.2%
COC(=O)CCCC1=CC2=CC(=O)C(C)(OC(=O)c3cnc4ccccc4n3)C(=O)C2=CO1 (centres undefined)	-0.2%	-3.3%	-1.8%
COc1ccccc1-c1coc2cc(O)ccc2c1=O	-2.1%	?	1.9%
N#CCCn1c(=O)c(-c2ccc(F)cc2)nc2cnc(Oc3ccccc3)nc21	-0.9%	-10.9%	-0.2%
CO[C@@H](CCOCc1ccccc1)C[C@H]1O[C@H](C(=O)OC(C)C)C=C[C@@H]1C	-11.8%	-4.7%	-12.2%
CCCCCCCCOc1ccccc1C(=O)Nc1ccc(C(=O)OCC[N+](C)(CC)CC)cc1	-5.9%	29.0%	-9.6%
CCOc1cc(OCC)c(C(=O)CCC(=O)O)cc1OCC	2.0%	-2.6%	0.8%
COc1ccc2c(c1)[C@]1(C)CCC(=O)C[C@H]1CC2	3.4%	17.1%	-11.3%
CC(=O)OC1CC[C@@]2(C)C(CC[C@@]3(C)C2CC=C2C4CC(C)(C)CC[C@]4(C)CC[C@@]23C)C1(C)C (some centres undefined)	-5.3%	-5.1%	?
COc1ccc2[nH]cc(CCNc3ccnc(-c4c(C)noc4C)n3)c2c1	-25.1%	3.9%	21.3%
COCCNc1ncnc2ccc(-c3c(C)noc3C)cc12	13.5%	-35.9%	-19.1%
COc1ncc2nc(-c3ccc(Cl)cc3)c(=O)n(C[C@H]3CCCO3)c2n1	-5.5%	5.2%	21.8%
O=C(c1ccncc1)N1CCC2(CCCN(Cc3nccs3)C2)CC1	-17.1%	0.5%	-2.3%
C=C(C(C)=O)C(O)c1ccc2ccccc2c1 (centres undefined)	-5.0%	16.3%	-3.7%
FC(F)(F)c1ccccc1-c1cncnc1NCc1cccs1	-1.1%	10.1%	-15.0%
C[C@@H]1CCc2cc(F)cc3c(=O)c(C(=O)O)cn1c23	-6.0%[17 µM]	0.3%[16.9 µM]	-2.6%[24.8 µM]
CC(=O)OC[C@@H]1O[C@@H](O/N=C2/C[C@@H](O)[C@@H](O)[C@@H]3[C@@H]4C(=O)N(Cc5ccc6c(c5)OCO6)C(=O)[C@H]4CC[C@H]23)[C@H](OC(C)=O)[C@H](OC(C)=O)[C@@H]1OC(C)=O	-0.7%[10 µM]	6.4%[10 µM]	2.1%[11.7 µM]
C/C=C(\C)C(=O)O[C@H]1CC(C)=C2C(=O)C=C(C)C2[C@@H]2OC(=O)[C@@](C)(OC(=O)C=C(C)C)C21 (some centres undefined)	-0.8%	40.6%	-10.7%
CC[C@](N)(CCC(=O)O)C(=O)O	?	-23.8%	2.5%[24.8 µM]
O=C(OOC(=O)c1ccccc1)c1ccccc1	-29.6%&-24.4%	-10.2%&-22.7%	-26.0%&8.2%
CS(=O)(=O)Nc1cccc(-c2cncnc2Nc2ccccc2)c1	-8.3%	-4.0%	6.4%
O=C(c1cc(C(F)(F)F)cc(C(F)(F)F)c1)N1CCC2(CC1)CCN(c1ccccc1)CC2	0.5%	-0.8%	-20.7%
NC[C@@H]1O[C@@H](O[C@H]2[C@H](O)[C@@H](O[C@@H]3O[C@@H](CO)[C@H](O)[C@@H](N)[C@@H]3O)[C@H](N)C[C@@H]2N)[C@@H](O)[C@H](O)[C@H]1O	-10.0%	-11.9%	15.1%
CS(C)(=O)=O	-3.9%	-6.6%	11.4%
CS(=O)(=O)Nc1cccc(-c2cc(NCc3cccs3)ncn2)c1	3.2%	42.4%	13.4%
CN(C/C=C\c1ccccc1)Cc1cccc2ccccc12	-4.5%[17 µM]	19.1%[16.9 µM]	?
CC(C)(C)N1C(=O)[C@H]2[C@@H]3[C@H](O)C=CC(=O)[C@H]3CC[C@H]2C1=O	5.2%[10 µM]	2.9%[10 µM]	7.7%[11.7 µM]
CC(=O)OCC1OC(C#CC(C)(C)C)C=CC1OC(C)=O (centres undefined)	5.2%&9.2%[10 µM]	?	-11.5%&0.4%[11.7 µM]
O=C(Oc1ccccc1)N1CCC2(CCCN(c3ccc(-c4ccccc4)cc3)C2)CC1	-0.6%	-0.7%	1.6%
COC(=O)[C@@H]1[C@@H]2C[C@H]3c4[nH]c5cc(OC)ccc5c4CCN3C[C@@H]2C[C@H](OC(=O)c2cc(OC)c(OC)c(OC)c2)[C@H]1OC	-9.5%[17 µM]	?	-23.9%[24.8 µM]
C=CCCCCCCCCCCCc1ccco1	?	-16.7%	-19.1%
NC(C(=O)O)C(O)C(=O)O (centres undefined)	4.5%	-13.1%	-8.7%
Cc1nc2cnc(N3CCN(C)CC3)nc2n(C[C@H]2CCCO2)c1=O	-2.8%	-18.3%	-1.9%
CC(=O)OC[C@@H]1O[C@H](C/C=N\O[C@@H]2O[C@H](COC(C)=O)[C@@H](OC(C)=O)[C@H](OC(C)=O)[C@H]2OC(C)=O)C=C[C@@H]1OC(C)=O	-9.3%[10 µM]	3.1%[10 µM]	-3.9%[11.7 µM]
O=C(c1ccncc1)N1CCC2(CC1)CN(c1ncccn1)C2	-5.4%	-6.4%	1.9%
CN(C)c1ccc(-c2nccc(NCc3cccs3)n2)cc1	-35.7%	-42.4%	9.1%
CS(=O)(=O)Nc1cccc(-c2ccc3ncnc(NC4CC4)c3c2)c1	-27.5%	?	2.7%
O=C(Nc1ccccc1)N1CC[C@@]2(CCCN(C(=O)c3cc(C(F)(F)F)cc(C(F)(F)F)c3)C2)C1	-23.7%	27.7%	0.7%
COc1cccc(Nc2ncc3nc(C)c(=O)n(C4CC4)c3n2)c1	22.6%	20.1%	-26.6%
CCN(CC)CCOc1ccc(-c2nc3cc(Cl)ccc3s2)cc1	0.4%	7.1%	-10.8%

Full records from above.
Entry for `CCN(CC)CCOc1ccc(-c2nc3cc(Cl)ccc3s2)cc1` → Gal4-VP16 FLuc = 0.4%; RORg inh = 7.1%; Menin MLL FP TR = -10.8%
Entry for `COc1cccc(Nc2ncc3nc(C)c(=O)n(C4CC4)c3n2)c1` → Gal4-VP16 FLuc = 22.6%; RORg inh = 20.1%; Menin MLL FP TR = -26.6%

The list goes on:
SMILES	Gal4-VP16 FLuc	RORg inh	Menin MLL FP TR
COC(=O)[C@H](COC(C)(C)C)NC(=O)O[C@@H]1C(=O)c2cc(Br)ccc2O[C@H]1c1cccc(OC)c1	3.7%	5.6%	-5.2%
CC(C)C[C@@H](CC(=O)N[C@@H](CCCN)CC(=O)N[C@@H]1CCCC[C@H]1C(=O)N[C@H](CC(=O)N[C@@H](CCC(=O)O)CC(=O)O)CC(C)C)NC(=O)[C@@H]1CNCC[C@H]1N	-1.0%	-27.8%	-1.0%
COc1ccc2[nH]cc(CCNc3ncncc3-c3ccccc3C(F)(F)F)c2c1	2.5%	?	8.4%
CC(=O)NCCNc1nc(-c2cccnc2)nc2ccccc12	-1.5%	-17.5%	-21.3%
C/C(CCN1CCCc2nc(C)c(C)cc21)=N\OC[C@@H](O)[C@@H]1O[C@@H]2OC(C)(C)O[C@@H]2[C@H]1O	1.1%[10 µM]	7.5%[10 µM]	2.1%[11.7 µM]
CC(C)CN1CC[C@@]2(CCCN(C(=O)c3csnn3)C2)C1	9.1%	-2.5%	6.3%
COc1cccc(O)c1O	?	?	4.7%
C[C@]12C[C@@](C)(C=C1/C=C/c1ccccc1)C(=O)C[C@H]2c1ccccc1	1.2%	21.2%	-1.1%
Cc1cc2c(cc1Cl)C(c1ccccc1C)CC(=O)O2 (centres undefined)	2.0%	-39.0%	50.3%[activator][94.6 µM]
COCCn1c(=O)c(CCc2ccccc2)nc2cnc(N(C)C)nc21	18.8%	13.9%	1.5%
COC(=O)C1=C(C)N(Cc2ccccc2)[C@]23O[C@](C(=O)OC)(C(=O)N2C1c1ccccc1)C(C(=O)OC)C3C(=O)OC (some centres undefined)	0.0%&-8.3%[10 µM]	0.4%&-27.3%[10 µM]	-1.8%&14.1%[11.7 µM]
Cc1[nH]c(C)c(Cl)c(=O)c1Cl	-5.0%	3.9%	7.0%
Cc1noc(C)c1C(=O)N1CCC2(CCCN(Cc3nccs3)C2)CC1	5.0%	7.2%	-1.6%
CCOC(=O)OCC1OC(C#Cc2ccc(C)cc2C)C=CC1OC(=O)OCC (centres undefined)	10.5%[10 µM]	12.1%[10 µM]	3.7%[11.7 µM]
COC(=O)[C@H](C)NC(=O)[C@@H](C)CO	-9.7%[10 µM]	-2.5%[10 µM]	-16.5%[11.7 µM]
COCCNC(=O)COc1ccc(OCCNC[C@@H](O)COc2ccccc2)cc1	-2.7%	3.2%	-2.8%[24.8 µM]
Cc1cccc(C)c1Nc1oc(-c2ccccc2)nc1-c1cccc2ccccc12	0.7%	10.9%	4.7%
CCCCCCCCCCCCCCC[C@@H](O)[C@H](CO)NC(=O)CCCCCCC	-1.3%	-3.6%	?
COC[C@H]1O[C@@H](c2c(OC)cc(OC)cc2OC)[C@H](OC)[C@@H](OC)[C@@H]1OC	-14.2%	7.8%	8.8%
CC1CCC2C(C)C3C(CC4[C@@H]5CC=C6C[C@@H](O)CC[C@]6(C)C5CC[C@]34C)N2C1 (some centres undefined)	-5.5%	-21.7%	-9.8%
O=C1C=C[C@@H](O)[C@@H]2[C@H]3C(=O)N(c4ccc(F)cc4F)C(=O)[C@@H]3CC[C@@H]12	0.0%[10 µM]	-10.0%[10 µM]	8.9%[11.7 µM]
Cc1onc(-c2ccccc2)c1C(=O)NC1C(=O)N2C(C(=O)O)C(C)(C)S[C@@H]12 (some centres undefined)	6.2%	-1.5%	1.7%

Bioassay records from PubChem BioAssay.
